AddAB inh: less growth of phage-infected E. coli with AddAB; hit rate 0.29% among 330,000; inhibition, % at 11.9 µM; E. coli expressing H. pylori AddAB, absorbance growth; in the data active = inhibition above about 12%;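 also: 0% = vehicle wells of infected cells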
MOR-DOR ag: OPRM1-OPRD1 heterodimerization agonism; P35372+P41143; cells, luminescence; activation, % at 9.3 µM; hit rate 0.3% among 340,000; AID 504326; in the data active = activation above about 18%;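 also: 0% = vehicle-treated cells and 100% = reference agonist; values of inactives mirror those of a sister screen read the other way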
phage Ecoli inh: E. coli growth loss with phage present. growth absorbance. inhibition, % at 11.9 µM. hit rate 0.26% among 360,000. AID 651602; in the data active = inhibition above about 11%
PKA-R2B activ: PKA-R2B complex activation. hit rate 0.079% among 340,000. activation, % at 11.4 µM. PKA-R2B holoenzyme dissociation, Cy5-IP20 fluorescence polarization; R2B truncated from residue 108, S112A mutant; 0% DMSO only, 100% 113 µM cGMP;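 active = activation above a cutoff set at the mean over all compounds plus 3 SD, cut at about 18% in these data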;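 also: higher means more holoenzyme dissociation and a rise in polarization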
Target sequence (P31323 whole entry, looked up, other chains not shown, the tested form may be a part): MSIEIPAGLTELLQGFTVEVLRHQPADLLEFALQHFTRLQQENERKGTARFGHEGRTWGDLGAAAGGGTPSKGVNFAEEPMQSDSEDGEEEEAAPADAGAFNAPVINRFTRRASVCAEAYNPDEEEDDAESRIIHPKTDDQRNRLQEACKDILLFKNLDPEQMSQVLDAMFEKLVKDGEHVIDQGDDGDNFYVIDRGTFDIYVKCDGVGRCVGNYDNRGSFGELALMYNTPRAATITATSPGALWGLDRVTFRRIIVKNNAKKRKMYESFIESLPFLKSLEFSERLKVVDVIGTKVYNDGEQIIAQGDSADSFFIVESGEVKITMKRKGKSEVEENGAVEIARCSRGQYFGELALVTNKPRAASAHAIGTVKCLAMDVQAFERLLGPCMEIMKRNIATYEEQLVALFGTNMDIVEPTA
HTR5A inv ctr: inverse agonist of human HTR5A in OPRM1-OPRD1 counter-screen | AID 504634 | hit rate 0.083% among 340,000 | inhibition, % at 9.3 µM | HTR5A cell line, luminescence, inverse agonism | P47898; in the data active = inhibition mostly above about 23%, no sharp cut-off; inactive = mostly below about 18%;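 also: 0% = cells with DMSO and 100% = no-cell wells with DMSO; some compounds called inactive have numbers as strong as hits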
Target sequence (P47898 whole entry, looked up): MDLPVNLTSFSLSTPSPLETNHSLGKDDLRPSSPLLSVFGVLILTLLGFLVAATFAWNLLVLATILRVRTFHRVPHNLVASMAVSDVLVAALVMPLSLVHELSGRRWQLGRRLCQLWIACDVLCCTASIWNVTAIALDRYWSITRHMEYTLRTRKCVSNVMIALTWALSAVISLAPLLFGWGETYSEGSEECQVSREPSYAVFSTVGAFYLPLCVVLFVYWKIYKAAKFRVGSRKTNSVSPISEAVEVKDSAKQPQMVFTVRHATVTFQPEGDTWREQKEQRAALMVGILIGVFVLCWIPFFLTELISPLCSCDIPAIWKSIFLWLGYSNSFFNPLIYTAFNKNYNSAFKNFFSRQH
Ecoli viability: bacterial growth inhibition, counter-screen for AddAB inhibitors; E. coli V3065 growth, OD600 absorbance, 18 h; inhibition, % at 11.9 µM; hit rate 0.27% among 330,000; AID 449728;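 active = inhibition above the campaign's mean inhibition across all tested compounds plus 3 SD, cut at about 9.9% in these data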;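 also: uninfected addAB+ strain grown without phage in ampicillin broth; 0% = DMSO wells and 100% = ciprofloxacin 0.95 µg/ml wells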
Tat export inh: E. coli Tat transport inhibition; E. coli MC4100 TorA-mCherry Tat export, fluorescence; inhibition, % at 10 µM; hit rate 0.036% among 340,000; AID 488895;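 active = mean replicate inhibition at least 50% and at least half of replicates individually reaching 50%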;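 also: exported cargo escapes ClpAP degradation while cytoplasmic cargo is degraded and loses fluorescence; 0% = median of neutral control wells and 100% = median of NaSCN control wells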
PKA-R1A act: activates the PKA-R1A holoenzyme complex | PKA-R1A dissociation, Cy5-IP20 fluorescence polarization; scaled: DMSO 0%, 113 µM cGMP 100% | hit rate 0.083% among 340,000 | AID 504707 | activation, % at 11.4 µM | P00514+P68181;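 active = percent activation above the mean of all tested compounds plus 3 SD, cut at about 19% in these data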;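 also: higher means more PKAc released from R1A so a rise in polarization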
SUMO Mot1 rescue: inhibitors of SUMOylation pathway: yeast Mot1-301 growth rescue. S. cerevisiae Mot1-301 growth rescue, ATP luminescence, 38.5C; percent above DMSO median, 100 means doubled. growth rescue, % at 18.8 µM. hit rate 1% among 320,000. AID 2716;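 active = every valid replicate shows activation above 250% relative to neutral control wells; inactive = the rest, any valid replicate at or below 250%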;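 also: OY570 slx delta 5 strain wells were the positive control but not used for scaling; some compounds called inactive have numbers as strong as hits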
PfHsp90 yeast 2: reduces growth (ATP signal) of yeast expressing P. falciparum Hsp90; S. cerevisiae expressing PfHsp90, BacTiter-Glo ATP, 48 h; yeast lacking PDR1 and PDR3 efflux regulators; hit rate 0.32% among 310,000; inhibition, % at 9.4 µM;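 active = every replicate shows inhibition above about 80%, whatever the replicate mean, limit read from the data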;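 also: 0% = DMSO neutral controls and 100% = 20 µM radicicol positive controls; yeast relying on Plasmodium falciparum Hsp90 in place of its own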
OPRM1-OPRD1 inv: mu-delta opioid heterodimer inverse agonism; cell-based MOR-DOR heterodimer luminescence; inhibition, % at 9.3 µM; AID 504357; hit rate 0.21% among 340,000; in the data active = inhibition above about 22%, passing the limit was not always enough;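 also: 0% = cells with DMSO and 100% = wells without cells with DMSO; values of inactives mirror those of a sister screen read the other way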
Starred values were filed as active, the others as inactive; . = not tested or not shown. No enrichment for hits. Share with any hit: about 2.2%.

SMILES	AddAB inh	MOR-DOR ag	phage Ecoli inh	PKA-R2B activ	HTR5A inv ctr	Ecoli viability	Tat export inh	PKA-R1A act	SUMO Mot1 rescue	PfHsp90 yeast 2	OPRM1-OPRD1 inv
S=C(Nc1ccc(Cl)cc1)N(CCCN1CCOCC1)Cc1cccs1	3.3	-2.0	2.5	22*	-7	-1.3	-4	-1	3	-3	9
Cc1cccc2sc(N(CCN(C)C)C(=O)c3ccc4ccccc4c3)nc12	2.7	1.6	3.0	-3	21	3.0	0	-9	-19	0	-8
Cc1ccc(C(=O)OCC(=O)Nc2cc(F)ccc2F)cc1NC(=O)c1ccco1	1.1	-0.9	1.3	-2	10	1.2	-1	-10	-3	-3	4
CCCc1cc(=O)[nH]c(SCC(=O)Nc2ccc(S(=O)(=O)N3CCCC3)cc2)n1	1.8	-1.7	3.5	-7	3	-0.5	-9	-1	9	.	9
N#CC(C(=O)NC1CCCCC1)=C1CCCCCC1	4.5	-2.6	2.0	5	-3	3.0	-5	-10	-1	9	14
CC(Oc1ccccc1)C(=O)Nc1ccc(NC(=O)c2ccccc2)cc1 (stereo not drawn)	-1.6	-3.4	1.1	5	20	1.7	-4	3	11	-4	18
CSc1ccc(/C=N/N2CCN(Cc3ccccc3)CC2)cc1	0.7	-0.5	1.9	2	-1	0.9	-1	-6	584	17	3
Cc1cccc(NC(=O)CS(=O)(=O)c2cn(CC(=O)N3CCOCC3)c3ccccc23)c1	1.2	-1.4	2.4	-8	24	1.2	2	-11	9	-3	7
COCCSc1nc2c(c(=O)[nH]c(=O)n2C)n1Cc1cccc(C)c1	-0.2	-1.9	1.8	-7	-4	0.3	4	-5	3	-7	10
Cc1cc(S(=O)(=O)NCc2ccccc2)ccc1OCC(=O)NCC1CCCO1 (stereo not drawn)	1.2	-1.2	2.3	-6	-18	-2.6	-4	-1	-8	15	6
CC1CCC2(CC1)NC(=O)N(Cc1cccc(C(F)(F)F)c1)C2=O (stereo not drawn)	3.3	2.1	4.3	7	3	1.5	-3	-6	-10	-6	-10
O=C(N/N=C/c1ccccn1)C12CC3CC(CC(C3)C1)C2	2.7	-2.6	4.1	-9	-3	-6.5	-8	-6	-10	-5	13
COc1ccc(N2CCN(C(=O)c3cc4c(-c5cccc(OC)c5)nn(C)c4s3)CC2)cc1	-2.7	0.1	0.9	-12	8	-5.4	2	-4	6	-56	0
CCOC(=O)C1=C(CN2CCSCC2)NC(=O)NC1c1cccc([N+](=O)[O-])c1 (stereo not drawn)	-0.8	-0.3	-1.1	-13	13	-2.1	-6	-11	-10	-22	2
COc1ccc(CCNC(=O)CSc2nc3[nH]ncc3c(=O)[nH]2)cc1OC	-0.1	-4.3	3.0	-6	0	0.1	4	-1	3	5	21
CC1CCC(NC(=O)COC(=O)C2=NN(c3ccccc3)C(=O)CC2)CC1 (stereo not drawn)	-2.5	-2.3	2.9	-2	6	0.0	-4	4	.	-2	9
CCc1ccccc1NC(=O)CN1CCC(NC(=O)COC)CC1	1.4	-3.2	-1.9	4	-14	2.2	-1	4	-13	6	17
CCC(C)NS(=O)(=O)c1ccc(S(=O)(=O)N2CCCC3(CCCCC3)C2)cc1 (stereo not drawn)	-1.2	4.4	1.4	-2	-21	-1.4	3	-10	-36	.	-22
CC(NC(=O)c1ccc(F)cc1)c1ccc(F)cc1 (stereo not drawn)	4.5	-0.3	2.7	0	1	1.0	1	5	-2	15	2
O=C(NCCC1CCCCN1S(=O)(=O)c1ccccc1)C(=O)Nc1ccccc1F (stereo not drawn)	-0.1	1.0	1.5	-5	2	-1.8	12	-2	-6	-11	-6
CCCN(Cc1ccc(N(CC)CC)cc1)CC1CC1	0.6	-1.2	3.2	2	1	0.4	-1	-2	13	-2	7
COc1ccc(CCNC(=O)CSc2nc3ccccc3o2)cc1OC	4.3	-2.7	4.0	-7	10	1.4	-4	1	-20	31	13
CC(C)Cc1nc(C(N)=O)c2[nH]c(=O)n(-c3ccc(F)cc3)c2n1	-1.7	-0.4	2.7	3	10	-1.6	1	-3	8	0	2
COCCn1c(SC(C)C(=O)Nc2ccc(Cl)cn2)nnc1-c1ccncc1 (stereo not drawn)	6.0	-2.6	-0.3	-8	10	1.2	0	-12	802	.	13
CCc1ccc(Nc2nnc(SCC(=O)N(C)C3CCS(=O)(=O)C3)s2)cc1 (stereo not drawn)	0.3	-2.5	3.5	-4	0	1.8	-8	6	-6	-5	13
CCOC(=O)Cc1csc(NC(=O)C(C)c2ccc([N+](=O)[O-])cc2)n1 (stereo not drawn)	3.2	2.7	2.0	3	-1	-3.0	2	-11	4	2	-20
O=C(Nc1nccs1)c1ccc(Cl)s1	0.8	0.8	0.5	-5	-7	-5.6	0	4	-1	13	-4
COc1cccc(NCc2cc3c(C(C)(C)C)nn(-c4ccccc4)c3[nH]c2=O)c1	0.7	6.4	1.3	-8	11	-1.4	6	-4	-4	44	-37
O=c1c(F)cn(C2CCCO2)c(=O)n1Cc1c(Cl)cccc1Cl (stereo not drawn)	4.1	-0.9	1.6	2	-30	2.4	-1	-13	.	-14	5
COc1ccc(NC(=O)c2ccc(N(C)S(C)(=O)=O)cc2)cc1OC	1.4	-2.1	1.1	-7	-10	-1.4	-9	-20	8	4	12
Cc1cnc(C(=O)OCC(=O)NC2CCCCCCC2)cn1	-0.2	-2.3	3.8	-6	4	-0.6	0	-8	-9	28	11
S=C(NCc1ccccc1)NC1CCSc2ccccc21 (stereo not drawn)	2.5	2.9	-3.3	6	-14	1.3	5	-7	84	-30	-16
Brc1cccc(Nc2nc(-c3cccnc3)cs2)c1	0.4	0.9	4.1	-12	15	0.3	11	1	78	-16	-4
COc1ccc(/C=C/C(=O)NCC(=O)N/N=C/c2cccs2)cc1	-0.2	-2.9	-0.1	-11	17	-3.8	-8	-1	-2	-6	15
CC(=O)Nc1ccccc1OCc1nnc(-c2ccccc2Cl)o1	3.1	0.0	3.3	-8	-12	0.3	-1	2	-11	7	0
CC(NC(=O)C(=O)NN=C1CCCCCC1)c1ccccc1 (stereo not drawn)	-0.2	0.0	2.5	5	-22	-3.5	-3	-1	-10	1	0
CCOC(=O)c1c(NC(=O)CSc2nnnn2C)sc(C)c1-c1ccc(C)cc1	2.0	2.4	-0.6	-10	-3	-0.8	15	6	-14	1	-13
O=C(CSc1nnc(-c2ccccc2)o1)N1CCc2ccccc2C1	3.0	-2.8	1.7	-2	-31	1.0	2	-7	-31	.	15
Cc1cccc(-c2nnc(-c3cccc4ccccc34)o2)c1	.	2.9	3.0	14	-9	.	4	4	.	.	-15
CCC(C)NC(=O)c1cc(S(=O)(=O)N2CCCCC2)c[nH]1 (stereo not drawn)	1.3	-0.4	0.9	5	0	-0.5	-2	-12	3	24	2
Cc1nccn1CC(=O)N/N=C/c1cc(Br)cs1	-0.5	-1.3	1.1	2	8	-1.2	2	0	192	-2	7
CC(C)(C)OC(=O)N1CCC[C@H]1C(=O)Nc1ccc(Br)cc1	0.2	-1.6	-0.8	4	-1	-1.8	-15	-9	0	-11	7
COc1ccc(/C=C/C(=O)N[C@H](C(=O)O)C(C)C)cc1	1.5	-0.9	1.4	-3	22	1.9	-6	-7	22	.	4
Cc1ccc(SCCC(=O)OCC(=O)Nc2ccc(S(N)(=O)=O)cc2)cc1	1.7	-2.9	3.5	10	2	1.8	-2	-1	17	-12	16
CC(NC(=O)Nc1ccccc1Cl)c1ccc2c(c1)OCO2 (stereo not drawn)	4.3	-3.1	1.4	-1	-3	1.5	3	12	-15	-24	16
Cc1ccc(C)c(N2N=C(C(=O)Nc3ccccc3N3CCCC3)CCC2=O)c1	-4.2	0.1	-1.5	1	1	3.2	18	0	-7	-35	0
CN(CCNC(=O)CCNC(=O)Cn1ccc2ccccc2c1=O)Cc1ccccc1	1.2	-0.2	1.9	-10	10	0.8	-4	1	-10	-4	1
CC(=O)N=c1ncn(CC(COC(C)=O)OC(C)=O)c2nc[nH]c12 (stereo not drawn)	-0.7	-0.2	3.2	-7	-14	2.5	0	-1	3	-8	1

Compound profiles (already shown). Values in the order: AddAB inh	MOR-DOR ag	phage Ecoli inh	PKA-R2B activ	HTR5A inv ctr	Ecoli viability	Tat export inh	PKA-R1A act	SUMO Mot1 rescue	PfHsp90 yeast 2	OPRM1-OPRD1 inv
Cc1ccc(C)c(N2N=C(C(=O)Nc3ccccc3N3CCCC3)CCC2=O)c1 reads -4.2	0.1	-1.5	1	1	3.2	18	0	-7	-35	0
Cc1cccc(-c2nnc(-c3cccc4ccccc34)o2)c1 reads .	2.9	3.0	14	-9	.	4	4	.	.	-15

Next part.
SMILES	AddAB inh	MOR-DOR ag	phage Ecoli inh	PKA-R2B activ	HTR5A inv ctr	Ecoli viability	Tat export inh	PKA-R1A act	SUMO Mot1 rescue	PfHsp90 yeast 2	OPRM1-OPRD1 inv
O=C(Nc1cccc(F)c1)NC1CCCCC1	-1.5	-1.4	1.8	-8	-3	-2.9	6	-9	-4	10	8
CCOC(=O)N1CCN(C(=O)CSCC(=O)Nc2nc(-c3cccs3)cs2)CC1	2.9	-1.6	0.7	1	-32	-0.7	15	2	-11	0	8
O=C(O)CSc1nc(C(F)(F)F)cc(=O)n1-c1ccccc1	-1.2	0.8	-0.8	-13	-23	-2.0	-6	0	120	.	-4
Cc1nn(Cc2nnc(SCC(=O)Nc3cccc(C(F)(F)F)c3)n2C)c(C)c1[N+](=O)[O-]	-0.8	.	1.1	.	.	-1.3	4	.	10	19	.
NC(=O)NNC1=Nc2cccc3cccc1c23	2.3	1.7	0.3	7	17	0.8	-5	2	12	-14	-9
O=C(NCC(c1ccco1)N1CCCC1)c1sc2cc(F)ccc2c1Cl (stereo not drawn)	0.7	7.5	2.7	-6	9	-0.3	-3	1	41	4	-39
Cc1cccc(NC(=O)CC2c3ccccc3Oc3ccccc32)c1	-0.6	-0.4	5.8	-3	-11	-1.8	2	-4	-4	-9	3
Cc1c(/C=N/O)sc2ccccc12	0.6	-1.0	3.3	-8	-27	-1.9	0	-3	1	-6	5
C=CCc1cccc2cc(C(=O)O)c(=O)oc12	-1.4	-0.5	3.0	-6	0	-1.0	3	0	48	3	2
Cc1ccc(NC(=O)COC(=O)Cn2c(C)csc2=O)c([N+](=O)[O-])c1	0.5	3.0	1.6	-8	-18	-0.8	4	0	-22	7	-16
CC1CCN(S(=O)(=O)c2cccc(C(=O)Oc3ccc([N+](=O)[O-])cc3)c2)CC1	1.4	3.0	4.6	7	-22	2.2	-6	0	48	-4	-20
CCCCN1C(=O)NC(NS(=O)(=O)c2ccc(N)cc2)(C(F)(F)F)C1=O (stereo not drawn)	0.8	-1.5	2.4	6	-6	-5.2	-8	0	-13	-45	8
O=C(Nc1ccccc1F)c1ccc(Br)o1	4.7	-2.9	-0.3	-10	13	1.3	-8	-9	1	-17	16
Cc1cc(N/N=C/c2ccc(O)cc2O)c2ccccc2n1	0.5	-0.8	1.8	5	3	-0.3	5	-9	-1	-7	4
CC(=O)N1CCN(C(=O)c2ccc(Oc3ccccc3)cc2)CC1	4.5	-3.4	2.8	-5	-11	0.9	-2	-17	-13	-7	16
